DT40 TDP1 CPT – qHTS for Inhibitors of human tyrosyl-DNA phosphodiesterase 1 (TDP1): qHTS in cells in presence of CPT; chicken DT40 Tdp1-/-;hTDP1 cells + 20 nM CPT, ATP luminescence, 48 h; Potency, µM (titrated, usually from 46.2 µM), for the others: at the highest dose activity change, negative = growth inhibition, most hits filed as inhibitors; actives 12% (n = 420,000); AID 686979, 2013; note: nearly all actives have a fitted effect of over 55% in size
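Chicken DT40 Tdp1-/- cells complemented with human TDP1, 400 cells/well, exposed to compounds plus 20 nM camptothecin for at least 48 h at 37 C; viability read as ATP content by CellTiter-Glo luminescence.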
GCN5L2 inh – qHTS Assay for Inhibitors of GCN5L2. actives 0.21% (n = 390,000). GCN5L2 HAT assay, ThioGlo1 CoA-SH fluorescence. Potency, µM (titrated, usually from 58.9 µM), for the others: top-dose activity change, negative = inhibition, most hits filed as inhibitors. Histone acetyltransferase KAT2A (Homo sapiens), Q92830. AID 504327, 2011
Target sequence (Q92830 whole entry, looked up): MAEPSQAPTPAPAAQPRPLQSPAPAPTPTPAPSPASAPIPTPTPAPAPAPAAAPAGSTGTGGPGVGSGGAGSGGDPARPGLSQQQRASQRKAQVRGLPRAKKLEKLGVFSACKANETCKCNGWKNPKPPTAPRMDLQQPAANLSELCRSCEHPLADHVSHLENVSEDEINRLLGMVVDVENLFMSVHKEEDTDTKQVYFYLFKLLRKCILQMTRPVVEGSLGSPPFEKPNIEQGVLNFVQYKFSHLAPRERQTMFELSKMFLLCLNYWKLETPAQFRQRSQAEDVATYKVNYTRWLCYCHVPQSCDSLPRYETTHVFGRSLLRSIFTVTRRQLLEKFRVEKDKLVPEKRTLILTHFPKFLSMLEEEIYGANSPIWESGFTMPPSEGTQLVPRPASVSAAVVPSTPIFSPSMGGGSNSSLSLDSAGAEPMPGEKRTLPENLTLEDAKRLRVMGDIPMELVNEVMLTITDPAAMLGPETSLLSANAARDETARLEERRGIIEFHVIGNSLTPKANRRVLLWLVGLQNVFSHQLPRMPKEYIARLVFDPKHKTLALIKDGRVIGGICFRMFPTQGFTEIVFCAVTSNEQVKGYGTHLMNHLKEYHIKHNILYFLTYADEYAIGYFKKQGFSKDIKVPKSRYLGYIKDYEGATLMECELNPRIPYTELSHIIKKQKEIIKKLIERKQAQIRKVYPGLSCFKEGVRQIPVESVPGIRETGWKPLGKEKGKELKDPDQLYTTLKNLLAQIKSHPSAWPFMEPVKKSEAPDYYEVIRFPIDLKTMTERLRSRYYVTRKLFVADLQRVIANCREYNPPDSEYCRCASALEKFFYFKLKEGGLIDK
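GCN5L2 (20 nM) in 50mM HEPES pH 7.5, 0.1mM EDTA, 0.01% Tween-20 preincubated 15 min with compounds at room temperature. Reaction started with H3(1-25) 75uM, acetyl-CoA 70uM, ThioGlo1 50uM; CoA-thiol fluorescence (Ex340/Em540) read at 0 and 20 min.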
DT40 TDP1 no CPT – qHTS for Inhibitors of human tyrosyl-DNA phosphodiesterase 1 (TDP1): qHTS in cells in absence of CPT; DT40 Tdp1-/- hTDP1 cells, no CPT, ATP luminescence, 48 h; Potency, µM (series often up to 46.2 µM), inactives show top-dose activity change, negative = growth inhibition, usual class: inhibitors; actives 15% (n = 420,000); note: nearly all actives have a fitted effect of over 55% in size
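Compound effects on proliferation are scored in DT40 Tdp1-/-;hTDP1 cells in the absence of CPT. ATP levels (CellTiter-Glo luminescence) are recorded after a ≥48 hr, 37 °C incubation.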
Starred values were filed as active, the others as inactive; u = inconclusive; x = no result given; & = joins results of further samples; [ ] = remark or other dose. Calls come from the whole dose curve; as a rule, active = well fitted curve in the direction sought with a large enough effect; inconclusive = small, poorly fitted or top-dose-only effect, or another doubt; inactive = no such curve, though single readings can be large; an effect the other way counts as inactive or inconclusive. % is set by controls: 0 for no effect and ±100 for the full control effect; potency is the fitted concentration of half-maximal effect.

SMILES	DT40 TDP1 CPT	GCN5L2 inh	DT40 TDP1 no CPT
COc1ccc(-c2csc(NC(=O)CS(=O)(=O)c3ccc(F)cc3)n2)cc1OC	u	-4%	u
COc1ccccc1NC(=O)CSc1nnc(-c2ccccn2)n1Cc1ccco1	-25%	-1%	u
CCCOC(=O)c1cc(O)c(O)c(O)c1	u	x	u
O=C(CSc1nnc(-c2cccnc2)o1)Oc1ccccc1	-13%	-3%	1%
COc1ccc(-c2nc(SCC(=O)NCCc3ccc(OC)c(OC)c3)n[nH]2)cc1	-8%	-1%	-15%
COc1ccc(NC(=O)C[C@H]2C(=O)N(c3ccccc3)C[C@@H]2CSC)cc1	0%	x	u
O=c1c2ccccc2nnn1-c1ccccc1[N+](=O)[O-]	-8%	x	-29%
C[C@@H]1CN([C@@H](C)CO)S(=O)(=O)c2ccc(/C=C/c3ccccc3)cc2O[C@@H]1CN(C)Cc1ccc(C(=O)O)cc1	16µM*	x	21µM*
O=c1c2cccnc2n(-c2ccccc2)n1Cc1ccc(Cl)cc1	-10%	1%	-17%
COc1cccc(/C=N/NC(=O)C(C)Sc2ccccc2)c1 (configuration not stated)	-22%	4%	-29%
Cc1cc(C)c(-c2nc3ccccc3s2)[nH]1	-26%	-4%	u
O=C(COC(=O)c1cc2c(s1)CCCC2)NCc1ccccc1Cl	-21%	2%	-6%
Cc1ccc(Cl)cc1-n1c(SCC(=O)NCCC2=CCCCC2)nc2n[nH]c(C)c2c1=N	u	-2%	-23%
O=C(COC(=O)c1c[nH]c(=O)[nH]c1=O)Nc1cccc([N+](=O)[O-])c1	1%	-1%	0%
Cc1ccc2cc(CN(Cc3ccc4c(c3)OCO4)Cc3nnnn3Cc3ccco3)c(=O)[nH]c2c1	16µM*	-24%	u
Cn1nnnc1SCC(=O)Nc1ccc(Br)cc1Cl	-1%	-9%	-1%
COC(=O)[C@]1(C)N[C@H](CN(C)C(=O)Nc2ccc(C)cc2)[C@@H]2C(=O)N(C)C(=O)[C@@H]21	-29%	-1%	-16%
CCc1ccc(NC(=O)NCc2cccnc2)cc1	3%	u	5%
O=c1c2ccccc2oc2cc(C#CC3(O)CCCCC3)ccc12	u	x	u
Cc1cccc(C)c1NC(=O)C1=C(O)c2ccccc2N(C)S1(=O)=O	-23%	-15%	-17%
COc1cccc(CNC(=O)c2cc(-c3cccc(OC)c3)n[nH]2)c1	u	-8%	u
O=C(CSc1ccc(-c2ccco2)nn1)Nc1ccc(F)cc1F	u	-16%	u
COc1ccc(CCNC(=O)CSc2ncn[nH]2)cc1	-19%	-1%	-14%
CCOc1cc(NC(=S)NCCOC)c(OCC)cc1NC(=O)c1ccco1	-29%	0%	u

Of the compounds above, 7 contain an aryl methoxy group:
SMILES	DT40 TDP1 CPT	GCN5L2 inh	DT40 TDP1 no CPT
COc1ccc(-c2csc(NC(=O)CS(=O)(=O)c3ccc(F)cc3)n2)cc1OC	u	-4%	u
COc1ccccc1NC(=O)CSc1nnc(-c2ccccn2)n1Cc1ccco1	-25%	-1%	u
COc1ccc(-c2nc(SCC(=O)NCCc3ccc(OC)c(OC)c3)n[nH]2)cc1	-8%	-1%	-15%
COc1ccc(NC(=O)C[C@H]2C(=O)N(c3ccccc3)C[C@@H]2CSC)cc1	0%	x	u
COc1cccc(/C=N/NC(=O)C(C)Sc2ccccc2)c1 (configuration not stated)	-22%	4%	-29%
COc1cccc(CNC(=O)c2cc(-c3cccc(OC)c3)n[nH]2)c1	u	-8%	u
COc1ccc(CCNC(=O)CSc2ncn[nH]2)cc1	-19%	-1%	-14%

Later entries:
SMILES	DT40 TDP1 CPT	GCN5L2 inh	DT40 TDP1 no CPT
CCc1ccccc1NC(=O)Cn1nc(C(F)(F)F)c2c1CCC2	8%&-9%	-6%&-1%	u
COc1ccc(CCNC(=O)Cn2nc(C)n3c(cc4cc(F)ccc43)c2=O)cc1OC	4%	-3%	5%
C#CC(=O)N(c1cc(OC)ccc1OC)C(C(=O)NC1CCCC1)c1cccs1 (configuration not stated)	2.3µM*	u	2.1µM*
CN(Cc1ccccc1)C(=O)Cn1c(=O)c2cccn2c2ccc(F)cc21	23µM*	-5%	6.5µM*
C#CCn1c(O)c(N=NC(=O)CNC(=O)/C=C/c2ccccc2)c2ccccc21	2%	-8%	u
CCc1ccc(NC(=O)CSc2nnc(-c3n[nH]c4ccccc34)n2-c2ccccc2)cc1	-7%	0%	u
CC(C)CCNC(=O)C1(C)CCN1Cc1ccc2ccccc2c1 (configuration not stated)	u	x	23µM*
CCOC(=O)CNC(=O)Nc1cc(C(C)(C)C)nn1-c1ccccc1	-2%	-2%	3%
CN(C)C(=S)c1ccc2ccccc2n1	-6%	-2%	-16%
C=CC(C)(C)c1[nH]c2ccccc2c1C1=C(O)C(=O)C(c2c[nH]c3c(CC=C(C)C)cccc23)=C(O)C1=O	13µM*	16µM*	13µM*
COc1ccccc1CN1CCNC(=O)C1CC(=O)NCc1csc(C)n1 (configuration not stated)	4%	-1%	9%
CCOc1ccc(Br)cc1S(=O)(=O)NCCN(C)C	-9%	x	-3%
CCOC(=O)CNC(=O)CSc1nnnn1-c1ccc(C)c(C)c1	-19%	-2%	-16%
Oc1ccc(N2CCN(Cc3cc4c(cc3Br)OCCO4)CC2)cc1	u	-8%	23µM*
Cc1cc(Br)ccc1NC(=O)CN(C)C(=O)C1=COCCO1	2%	-3%	-17%
COc1ccc(NC(=O)N2CCC3(CC2)CCN(C(=O)c2ccco2)CC3)cc1	6%	15%	-20%
CCOC(=O)Nc1c(Cl)n(C)c(=O)n(C)c1=O	u	0%	-29%
Cc1cc(NC(=O)CCCn2cnc([N+](=O)[O-])n2)no1	u	-6%	u
COc1cc(C)c(Cl)cc1S(=O)(=O)n1cnc(C)c1	-7%	0%	-13%
Cc1ccc(NC(=O)CSc2nc(=O)cc(N)n2CCc2ccccc2)cc1	-19%&-4%	-7%&-6%	u
COc1ccc(NC(=O)Nc2ccc(Cc3ccncc3)cc2)c(OC)c1	3%	-6%	7%
O=C(O)c1cccc(NC(=O)c2cc3cc(Br)cc(Br)c3oc2=O)c1	-2%	-7%	-2%
Cc1sc(NC(=O)C2=COCCO2)c(C#N)c1C	-14%	-16%	-25%
COc1cc(/C=C(\NC(C)=O)C(=O)N2CCCCC2)ccc1OC(C)=O	9%	-3%	11%
CC(NC(=O)COc1ccc(/C=N/NC(=O)C(=O)Nc2ccccc2Br)cc1)c1ccccc1 (configuration not stated)	u	-2%	u
O=C(OCC(=O)N1N=C(c2ccc(Cl)cc2)CC1c1ccco1)c1cncc(Br)c1 (configuration not stated)	u	-23%	23µM*
Cc1ccc(S(=O)(=O)NCc2ccccc2)cc1C(=O)NCCc1ccc(S(N)(=O)=O)cc1	-13%	1%	25%
CCOC(=O)c1cc2c(nc1N)CCCC2	-10%	-2%	1%
CCOC(=O)NC(NC(=O)OCC)C(=O)c1ccccc1	10%	37%[activator]	-10%
CCOc1ccc2nc(SCC(=O)c3ccccc3)sc2c1	-12%	-15%	u
N#Cc1cccc(-c2csc(C(O)c3ccco3)n2)c1 (configuration not stated)	-26%	x	-3%
O=C(CCCCC(=O)OCC1CCCO1)OCC1CCCO1 (configuration not stated)	-25%	x	-7%
O=C(Nc1nnc(S(=O)(=O)Cc2ccc(F)cc2)s1)c1ccccc1F	-18%	-6%	-1%
O=C(Nc1ccc(F)cc1)Nc1ccc(N2CCCC2)c(S(=O)(=O)Nc2ccccc2Cl)c1	23µM*	-12%	23µM*
COc1ccccc1N1CCN(C(=O)Cn2nnc(-c3ccncc3)n2)CC1	-13%	1%	-11%
COc1ccc(CNC(=O)c2nc(Cn3nc(C)c(Br)c3C)no2)cc1OC	-29%	2%	u
Cc1noc(C)c1-c1nccc(Nc2ccc(F)cc2)n1	-4%	-10%	-9%
CCN(CC)C(=O)/C=C/c1ccccc1	-1%	0%	-8%
O=C(NCc1ccncc1)C1CCN(S(=O)(=O)c2cc(Cl)ccc2Cl)CC1	-4%	-4%	3%
CCCCc1nnc(SCC(=O)Nc2nccs2)n1C	-8%	-14%	27%
COc1ccc(-n2nc(C(=O)NCc3ccc(F)cc3Cl)c3c4ccccc4n(C)c3c2=O)cc1Cl	-1%	-4%	-1%
Cc1cc(C)n(CC(C)NC(=O)c2cc(COc3c(F)cccc3F)on2)n1 (configuration not stated)	-46%	0%	u
CCS(=O)(=O)N1CCCC(C(=O)NCc2ccccc2Cl)C1 (configuration not stated)	4%	-4%	-22%
C=CCOc1ccc(/C=C2\SC(=S)N(N3CCOCC3)C2=O)cc1	-5%	-2%	-21%
COc1c(C=NNC(N)=O)c(OC)c(OC)c2c1CCO2	0%	x	-13%
COc1ccccc1N1CCN(c2nc(C)nc3c2oc2ccccc23)CC1	3.2µM*	-12%	2.8µM*
COc1ccc([N+](=O)[O-])cc1NC(=O)C1CCCN1S(=O)(=O)c1cccs1 (configuration not stated)	-1%	-5%	u
COc1ccc(Cl)cc1C(=O)NNC(=O)CCNC(C)=O	-7%	-13%	-8%
COC(=O)NCC(c1ccc2c(c1)OCO2)N1CCN(c2ccccc2)CC1 (configuration not stated)	u	-3%	-25%
N#CCC(=O)N/N=C/c1cn(Cc2ccc3ccccc3c2)c2ccccc12	5.8µM*	-7%	15µM*
CCCCC#Cc1cncc(C(=O)N/N=C/c2ccccc2)c1	-1%	-19%	-14%
COc1ccccc1CN1CC(C(=O)NCCN2CCOC2=O)CCC1=O (configuration not stated)	1%	-8%	-4%
Clc1ccc(Nc2nc(Nc3ccc(Cl)cc3)nc(N3CCOCC3)n2)cc1	u	x	u
N#Cc1cccc(NC(=O)Cc2ccccc2)c1	-6%	13%	-14%
CCOC(=O)CNC(=O)Nc1cc(C(=O)NCc2ccc(C(C)C)cc2)ccc1N1CCCC1	u	0%	-26%
Cc1c(-n2c(O)c(C3=c4ccccc4=NC3=O)sc2=O)c(=O)n(-c2ccccc2)n1C	5%	1%	-16%
COc1ccccc1C(=O)Nc1ccc(OCC(=O)N2CC(C)OC(C)C2)cc1 (configuration not stated)	2%	0%	-4%
Cc1cc(/C=C(\C#N)C(=O)Nc2ccccc2)c(C)n1-c1ccc(F)cc1	-8%	1%	2%
Cc1ccccc1-c1noc(CCC(=O)Nc2cccc(C)c2C)n1	-10%	1%	16µM*
CN(C)S(=O)(=O)c1ccc(-c2ccccc2)cc1	u	3%	-28%
New compounds follow.
SMILES	DT40 TDP1 CPT	GCN5L2 inh	DT40 TDP1 no CPT
Cc1c(NS(=O)(=O)c2ccc3c(c2)n(C)c(=O)n3C)c(=O)n(-c2ccccc2)n1C	-1%	0%	2%
O=c1[nH]ncc(N/N=C\c2cccs2)c1Cl	2%	-1%	-28%
CCCC(NC(=O)C(C)Sc1nnnn1C1CC1)c1ccccc1 (configuration not stated)	-6%	0%	-27%
CCCCCCn1cc(CN2CC(N(C)CC)CS2(=O)=O)nn1 (configuration not stated)	12%	x	-8%
COc1ccc(-c2cc(=O)c3cc(OC)c(OC)cc3[nH]2)cc1	-28%	0%	-13%
CCc1cccc(CC)c1NC(=O)CSc1nnc(CCC(=O)O)c(=O)[nH]1	3%	-2%	-19%
CCOc1ccc(Cl)cc1-c1cc(C(=O)NCCOC)[nH]n1	u	x	u
CCNC(=S)N(CCO)Cc1cc2cc3c(cc2[nH]c1=O)OCO3	-18%	u	-28%
CC(C)c1cc(=O)n2[nH]c(SCc3ccccc3Cl)nc2n1	u	-11%	u
Nc1nnc(-c2ccc([N+](=O)[O-])o2)s1	18µM*	x	9.2µM*
CCOC(=O)N1CCN(c2nc(=S)n(-c3ccccc3)c(C)c2C(C)=O)CC1	2%	-3%	u
O=C1c2ccccc2S(=O)(=O)N1CCCCN1CCN(c2ncccn2)CC1	-5%	-14%	-10%

The last 3 records of the part before come first, to join the parts:
SMILES	DT40 TDP1 CPT	GCN5L2 inh	DT40 TDP1 no CPT
Nc1nnc(-c2ccc([N+](=O)[O-])o2)s1	18µM*	x	9.2µM*
CCOC(=O)N1CCN(c2nc(=S)n(-c3ccccc3)c(C)c2C(C)=O)CC1	2%	-3%	u
O=C1c2ccccc2S(=O)(=O)N1CCCCN1CCN(c2ncccn2)CC1	-5%	-14%	-10%
Fc1ccc(-c2ccnc(=S)[nH]2)cc1	21µM*	u	u
COc1ccc(N(CC(=O)NCc2cccs2)S(=O)(=O)c2cccc(C)c2)cc1	u	2%	-27%
Cc1c(Cl)cccc1NC(=S)N(Cc1ccccc1)Cc1cccnc1	-22%	-8%	-2%
COc1ccc(S(=O)(=O)NCC(=O)Nc2ccc(F)cc2)cc1	-23%	3%	u
COc1ccc(/C=N/NC(=O)c2snnc2C)c(OC)c1OC	1%	2%	-2%
CCCCCNCC(=O)Nc1cccc(C(=O)Nc2cccc(C(F)(F)F)c2)c1	u	-15%	u

Screening data deposited in PubChem BioAssay by National Center for Advancing Translational Sciences (NCATS).
